From PubChem
3CLpro inhibitor: SARS-CoV 3CLpro protease inhibition. recombinant SARS-CoV 3CLpro, quenched FRET peptide cleavage. inhibition, % at 6 µM. hit rate 0.14% among 290,000; in the data active means inhibition above about 12%
Rv3671c protease: inhibits the M. tuberculosis serine protease Rv3671c; P9WHR9; inhibition, % at 5.96 µM; hit rate 0.048% among 320,000; in the data active means inhibition above about 38%;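 further: extracellular domain of Rv3671c used as enzyme; 0% = enzyme with DMSO and 100% = no enzyme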
Anthrax LF inh2: inhibitors of Bacillus anthracis lethal factor protease. P15917. multiplex microsphere protease cleavage assay, LF. inhibition, % at 10 µM. hit rate 0.12% among 360,000. AID 588501; further: plate controls were buffer without enzyme for full effect and enzyme alone for no effect
Target sequence (P15917 whole entry, looked up): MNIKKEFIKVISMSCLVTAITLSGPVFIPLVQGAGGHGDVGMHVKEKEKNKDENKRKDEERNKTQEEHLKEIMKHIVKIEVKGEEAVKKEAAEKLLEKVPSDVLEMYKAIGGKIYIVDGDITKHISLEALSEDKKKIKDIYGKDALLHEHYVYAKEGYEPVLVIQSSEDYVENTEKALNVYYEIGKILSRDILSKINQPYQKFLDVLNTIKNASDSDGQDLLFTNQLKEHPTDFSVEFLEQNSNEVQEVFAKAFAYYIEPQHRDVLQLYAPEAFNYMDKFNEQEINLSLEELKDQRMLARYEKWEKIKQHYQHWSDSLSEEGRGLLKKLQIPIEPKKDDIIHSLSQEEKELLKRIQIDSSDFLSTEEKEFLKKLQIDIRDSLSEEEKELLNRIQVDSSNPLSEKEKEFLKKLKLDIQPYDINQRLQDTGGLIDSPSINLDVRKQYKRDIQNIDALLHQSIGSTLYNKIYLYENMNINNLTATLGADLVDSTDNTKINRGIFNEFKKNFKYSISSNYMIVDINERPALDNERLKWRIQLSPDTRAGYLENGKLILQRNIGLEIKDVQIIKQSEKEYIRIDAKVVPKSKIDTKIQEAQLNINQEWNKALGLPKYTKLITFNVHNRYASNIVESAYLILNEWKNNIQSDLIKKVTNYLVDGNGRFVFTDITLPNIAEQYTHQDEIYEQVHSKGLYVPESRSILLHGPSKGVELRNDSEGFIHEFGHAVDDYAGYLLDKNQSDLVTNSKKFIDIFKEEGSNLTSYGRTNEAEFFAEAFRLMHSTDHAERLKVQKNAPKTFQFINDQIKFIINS
BoNT-F LC inh: BoNT F light chain protease inhibition; AID 588497; inhibition, % at 10 µM; Multiplex microsphere protease cleavage assay, flow cytometry; hit rate 0.22% among 360,000; in the data active means inhibition above about 35%, passing the limit was not always enough; inconclusive means no clear call, values can overlap the other calls; further: plate controls were buffer without enzyme for full effect and enzyme alone for no effect
CCHFV vOTU inh: CCHFV vOTU protease inhibition; Pep-AMC fluorescence; hit rate 0.55% among 370,000; inhibition, % at 11.5 µM; in the data active means inhibition above about 30%; further: 0% = vehicle wells with enzyme and 100% = no enzyme wells
VHR inh abs: DUSP3 (human) phosphatase inhibition; P51452; recombinant VHR phosphatase, pNPP absorbance; inhibition, % at 13.3 µM; hit rate 0.52% among 290,000; AID 1654; in the data active means inhibition above about 50%; further: some compounds called inactive have numbers as strong as hits
Target sequence (P51452 whole entry, looked up): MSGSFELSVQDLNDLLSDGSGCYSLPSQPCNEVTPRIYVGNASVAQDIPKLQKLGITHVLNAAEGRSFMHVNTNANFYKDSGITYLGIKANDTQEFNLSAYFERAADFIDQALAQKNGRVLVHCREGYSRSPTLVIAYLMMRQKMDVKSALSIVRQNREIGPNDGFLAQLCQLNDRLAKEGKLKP
PriA SSB inh: K. pneumoniae PriA-SSBct interaction inhibition; AlphaScreen SSBct-PriA binding, biotinylated peptide; inhibition, % at 33 µM; hit rate 0.6% among 430,000; in the data active means inhibition mostly above about 37%, no sharp cut-off; inactive means mostly below about 20%;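 further: plate controls were negative control peptide for no effect and reference peptide for full effect; strong numbers were not always called active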
BoNT-A LC inh2: blocks Botulinum neurotoxin A light chain protease; AID 588499; multiplex microsphere protease substrate cleavage, flow cytometry; hit rate 0.17% among 360,000; inhibition, % at 10 µM; further: plate controls were buffer without enzyme for full effect and enzyme alone for no effect
PrPC surface inh: cell surface PrPC inhibition, primary TR-FRET screen; P04156; AID 720596; TR-FRET read-out; inhibition, % at 13.8 µM; hit rate 0.43% among 370,000; in the data active means inhibition above about 24%; further: 0% = median of the test wells and 100% = reference compound wells
MazEF act: increases E. coli MazEF RNase cleavage of RNA; FAM/BHQ RNA-DNA oligo cleavage fluorescence, 5 h; activation, % at 20 µM; hit rate 0.32% among 350,000; AID 504720; in the data active means activation above about 50%
Active calls of the source: *; i = inactive; ? = inconclusive; . = not tested or not shown; & = joins results of further samples. Unless noted, no stated cut-off is given here; in the data, active means inhibition above about 30%; inconclusive means no clear call, values can overlap the other calls; inactive means below that.

nr	structure	MazEF act	3CLpro inhibitor	Anthrax LF inh2	CCHFV vOTU inh	BoNT-F LC inh	VHR inh abs	BoNT-A LC inh2	PriA SSB inh	Rv3671c protease	PrPC surface inh
1	O=C(NCCSCc1ccccc1)c1ccccc1	-5.7	-3.9	-3.8	-8.5	-6.5	-3.9	-2.0	-1.1	-12.3	7.0
2	Cc1ccc2cccc(OCc3nnc(SCC(=O)O)n3C)c2n1	2.3	2.8	-2.9	0.1	-7.5	10.6	-0.7	-11.8	7.6	-4.8
3	O=C(NCc1cccnc1)[C@@H]1CC=C[C@@H]2CCN(Cc3ccc(Cl)c(Cl)c3)C(=O)[C@@H]21	8.1	.	1.6	3.1	-13.8	.	0.3	-1.8	6.8	-3.3
4	COc1ccc(N(C(=O)c2ccco2)C(C(=O)NC2CCCCC2)c2ccccc2)cc1 (centres undefined)	-1.2	-1.7	3.4	4.4	-22.3	.	-0.6	-13.5	3.1	-4.9
5	NNC(=O)/C(=C\c1ccc(Br)cc1)NC(=O)c1cccs1	1.2	1.9	-5.4	-1.0	-3.3	44.3	-0.1	-11.9	-43.6	-0.8
6	Cc1ccc(-c2cc(C(F)(F)F)n3ncc(C(=O)O)c3n2)cc1	-3.6	0.1	-1.0	13.6	5.0	-3.3	-0.3	-1.5	.	-47.2
7	CC(=O)Nc1ccc(S(=O)(=O)Nc2ccc(Cl)cn2)cc1	6.7	-1.1	7.0	-6.6	5.4	4.1	2.9	-7.9	-0.2	6.8
8	CNS(=O)(=O)c1cccc(C(=O)OCC(=O)Nc2ccc(Cl)cn2)c1	4.9	0.1	-4.0	-11.0	-5.2	11.2	-1.1	-12.3	7.9	1.7
9	C/C(CC(c1ccccc1)c1c(O)c2ccccc2oc1=O)=N\Nc1ccc([N+](=O)[O-])cc1[N+](=O)[O-] (centres undefined)	0.1	1.5	-13.6	1.5	-5.6	25.0	-0.3	.	-0.2	-7.8
10	O=C1N=c2ccccc2=C/C1=C\c1c(O)[nH]c(=S)[nH]c1=O	-5.7	2.9	-3.4	-4.3	2.3	19.2	0.1	.	-13.5	2.8
11	CSc1cc(SC)ncn1	6.1	.	-0.7	-6.8	7.1	.	0.6	-5.5	.	-0.2
12	CN1CCc2c(sc3c2C(=O)NC(/C=C/c2ccco2)N3)C1 (centres undefined)	66.1*	-0.7	-3.4	-13.3	-14.5	.	0.1	-6.4	-9.9	-2.8
13	Cc1nn(-c2ccccc2)c(OC(=O)c2cccs2)c1S(=O)(=O)c1ccc([N+](=O)[O-])cc1	-11.1	3.6	-3.4	9.6	-0.2	6.5	-0.4	-10.7	4.5	-32.3
14	CCCCc1ccc(NC(=S)N2CCCC(C)C2)cc1 (centres undefined)	2.0	-2.0	-2.9	-5.0	-6.2	16.9	-0.4	2.7	6.8	3.8
15	CN(C)c1ccc(/C=N/NC(=O)c2nnn(-c3nonc3N)c2COc2ccc(F)cc2)cc1	-21.4	5.3	31.6*	6.0	27.0	2.5	3.0	i	2.7	-11.4
16	O=C(CSc1nc(O)cc(=O)[nH]1)C1CC1	6.6	-1.1	-0.6	10.1	-1.7	-6.5	-0.9	3.1	-4.5	-5.1
17	c1ccc(Cn2nnc(CNc3ccccc3)c2-c2c(CNc3ccccc3)nnn2Cc2ccccc2)cc1	-5.1	.	-4.8	.	-1.4	-4.1	-1.0	3.1	-3.6	.
18	O=S(=O)(c1ccc(Cl)cc1)N1CCN(c2ccc(N3CCOCC3)nn2)CC1	5.1	-4.0	-5.8	-16.1	-3.2	41.4	-2.3	6.0&-11.0	0.1	-6.9
19	CCCN1CCN(CCCNC(=O)Cn2nc(-c3ccc(Cl)cc3)ccc2=O)CC1	-2.5	-0.1	-0.3	-25.0	-2.7	-5.1	0.2	0.5	2.5	-9.2
20	CC(C)(C)OC(=O)N/N=C/c1cn(-c2ccccc2)nc1-c1cccnc1	-5.5	-0.7	2.7	2.2	3.5	6.7	-1.2	.	-1.9	3.7
21	COc1ccc(S(=O)(=O)NCC(c2ccc3c(c2)OCO3)N2CCN(C)CC2)cc1OC (centres undefined)	2.2	.	-0.2	-3.6	?	.	5.8	1.4	0.5	-4.7
22	CC(=O)Nc1ccc(C(=O)OCCCOC(=O)c2ccc(NC(C)=O)cc2)cc1	7.5	-1.4	0.5	5.7	-1.4	12.2	1.7	5.1	-11.2	4.4
23	CCOC(=O)N1CCN(C(=O)/C=C/c2ccc3c(c2)OCO3)CC1	-9.6	2.2	0.2	-5.2	2.2	4.5	-0.3	4.1	-6.0	6.8
24	O=c1[nH]cnc2c1ncn2C1OCC(O)C(O)C1O (centres undefined)	-1.2	.	3.9	-5.0	-12.6	.	0.1	-22.6	.	-2.0
25	CCCCNC(=O)c1ccccc1NC(=O)c1ccc2c(c1)OCO2	-9.0	2.4	0.6	-2.7	16.6	7.6	0.2	1.6	-8.2	-5.9
26	O=C(Nc1ccc(N2CCN(C(=O)c3ccccc3)CC2)cc1)c1cc([N+](=O)[O-])ccc1N1CCOCC1	1.9	6.7	-0.6	12.4	-6.2	17.9	1.5	13.0	-5.4	-11.9
27	CCCCn1c(=O)c(C(=O)Nc2ccccc2Cl)c(O)c2ccccc21	15.1	0.7	2.4	-0.6	1.0	11.4	-5.5	-0.7	-5.2	-0.3
28	CN(c1ccc(Cl)cc1)c1cc(=O)n(C)c2ccccc12	-2.6	3.8	-2.6	17.6	23.4	27.4	0.9	-21.9	0.2	24.6*
29	O=C(CSc1nc2ccccc2o1)NCc1ccc2c(c1)OCO2	3.1	6.8	-3.6	3.1	-5.9	15.1	-0.8	-4.4	7.2	-3.7
30	NC(=O)C1CCCN(C(=O)c2ccc3c(c2)NC(=O)CS3)C1 (centres undefined)	2.8	.	0.7	-1.2	-6.2	.	-2.1	-16.5	4.3	1.7
31	N/C(=N\OC(=O)c1ccc(Br)o1)c1cccnc1	-1.5	5.8	-3.6	7.8	-2.2	44.1	-0.4	.	-0.2	8.0
32	O=C(CSc1nnc(Cc2cccs2)n1-c1ccccc1)NC1CCCCC1	-2.1	-2.2	.	5.4	.	-11.1	.	-18.5	0.3	6.0
33	CC1(C(=O)NS(=O)(=O)c2ccc(C#N)cc2)CCN1C(=O)CC1CC1 (centres undefined)	.	.	-6.9	-2.5	1.3	.	0.1	.	.	2.3
34	Cc1ccc(NC(=O)CSC(C)C(=O)OCc2cc(=O)oc3cc(O)ccc23)cc1 (centres undefined)	-2.8	.	7.0	-59.5	3.6	.	0.3	.	.	-3.1
35	O=C(CNC(=O)C1CCCCC1)Nc1ccccc1Cl	8.3	-7.5	-0.2	4.1	-1.2	-1.2	-0.4	-6.8	6.7	2.1
36	Cc1ccn2cc(-c3cccc(NS(C)(=O)=O)c3)nc2c1	7.9	8.6	-2.1	-13.9	-2.4	12.2	0.0	-10.9	2.5	1.2
37	COCc1c(Br)c(C)[nH]c(=O)c1C#N	1.7	-0.5	-5.8	-3.1	10.3	44.1	-0.2	-2.2	1.7	9.1
38	CCCCN(C)C(=O)CCC(=O)NNc1nc2ccccc2c2nc(C)nn12	4.8	-0.6	1.3	-15.0	10.2	6.8	1.1	-2.8	1.3	-4.0
39	CSc1nc2ccc(NC(=O)c3nn(C(C)C)c(=O)c4ccccc34)cc2s1	0.3	-2.3	1.2	-10.9	-2.5	7.6	-0.1	-12.3	-15.8	1.3
40	C/C(=N/NC(=O)c1ccco1)c1cccnc1	1.5	6.9	-2.9	-5.6	-1.2	9.8	0.1	.	-1.3	0.8
41	O=C1/C(=C/c2cccs2)CCc2ccccc21	3.7	0.0	-4.9	-21.3	-2.2	1.6	0.7	-11.8	-25.0	-1.3
42	CNC(=O)/C(C#N)=C/c1c(N2CCN(c3ccc(OC)cc3)CC2)nc2c(C)cccn2c1=O	10.4	-4.8	-14.1	-18.8	-4.9	.	-3.5	10.9	12.2	-0.2
43	CCCNc1c(NS(=O)(=O)c2ccc3c(c2)CCCC3)c(=O)oc2ccccc12	6.1	1.7	3.9	.	4.2	-32.6	2.2	-18.1	-4.2	.
44	O=[N+]([O-])c1ccc2c(c1)nc(CO)n2Cc1ccccc1	5.7	2.4	1.7	-8.3	-22.2	16.6	-0.5	7.3	-0.5	-15.0
45	COc1cccc(SCc2noc(C(=O)NCCC(C)C)c2C(=O)NCCC(C)C)c1	-0.3	.	-6.6	12.2	-23.3	.	-0.6	-25.2	-10.3	7.7
46	Cc1cc(C(=O)COC(=O)CCC(=O)c2ccc3c(c2)OCCO3)c(C)n1Cc1ccco1	0.7	1.8	-2.9	8.4	-32.5	14.2	-2.7	-7.7	1.1	-6.5
47	CCCOc1ccc(C(=O)NCCC(=O)NCCCC(=O)OCC)cc1	5.6	3.8	-0.4	1.3	-5.4	-4.0	-1.0	-10.9	1.9	0.0
48	CCOC(=O)c1cnc(-n2nc(C)cc2C)nc1Oc1ccccc1F	0.4	1.0	0.2	-6.1	2.4	-3.6	0.7	-12.4	-3.9	-8.6
49	c1csc(-c2noc(COc3ccc4c(c3)CCCC4)n2)c1	4.9	-5.2	-1.8	5.9	-2.2	2.9	0.1	-10.3	6.5	0.9
50	COc1ccc(NC(=O)CSc2ncnc3[nH]ncc23)cc1	2.6	-4.3	9.0	-12.4	-17.9	5.1	-0.8	0.4	-1.2	12.2
51	S=C(N/N=C/c1ccc(Br)cc1)N1CCCCC1	6.6	1.4	-0.3	-12.7	-1.0	9.2	-5.1	.	6.0	-7.2
52	CN1CCN(C(=O)/C(=C/c2ccccc2)c2ccccc2)CC1	-4.1	4.7	0.5	12.5	2.4	32.9	-0.1	-8.0	0.6	-5.5
53	Cc1ccc2oc(=O)c3cnn(CC(=O)NC4CCCCC4C)c3c2c1 (centres undefined)	-11.7	4.1	-6.6	-8.6	5.9	12.4	-0.5	-9.2	-5.4	6.6
54	O=C(Nc1ccc(F)cc1F)c1ccc2nc(N3CCOCC3)sc2c1	0.2	-3.2	-2.0	15.4	-5.3	13.4	0.4	-13.7	-1.6	2.4
55	Cc1cc(C)nc(SCC(=O)N2CCc3ccccc32)n1	0.9	-3.3	4.3	-4.3	-27.7	1.2	-1.0	-11.8	1.0	-3.8

Reformatted with values under each structure: 2 of the compounds above.
Fields – MazEF act | 3CLpro inhibitor | Anthrax LF inh2 | CCHFV vOTU inh | BoNT-F LC inh | VHR inh abs | BoNT-A LC inh2 | PriA SSB inh | Rv3671c protease | PrPC surface inh
[48] CCOC(=O)c1cnc(-n2nc(C)cc2C)nc1Oc1ccccc1F
 : 0.4 | 1.0 | 0.2 | -6.1 | 2.4 | -3.6 | 0.7 | -12.4 | -3.9 | -8.6
[49] c1csc(-c2noc(COc3ccc4c(c3)CCCC4)n2)c1
 : 4.9 | -5.2 | -1.8 | 5.9 | -2.2 | 2.9 | 0.1 | -10.3 | 6.5 | 0.9

These rows are one share of the data (hit frequency here may not be typical).
